# Screens: PubChem BioAssay, NCI
# NCI-60 one-dose screen, 48 h, at 10 µM unless noted. Numbers give growth in % (100 = growth as untreated, 0 = no growth, -100 = all killed).
# K-562 – K-562 leukemia; 78,000 tested, 7.4% active
# MDA-MB-231 – MDA-MB-231 breast cancer. 81,000 tested, 5% active. AID 1794789
# MDA-MB-435 – MDA-MB-435 melanoma. 82,000 tested, 7.8% active
# MOLT-4 – MOLT-4 leukemia cells | 80,000 tested, 6.9% active
# MDA-MB-468 – MDA-MB-468 breast cancer | 78,000 tested, 8.5% active
# RPMI-8226 – RPMI-8226 leukemia cells; 77,000 tested, 7.5% active; AID 1794781
# SR – SR leukemia cells; 73,000 tested, 8.7% active; AID 1794780
# MCF7 – MCF7 breast cancer | 82,000 tested, 6.3% active | AID 1794796
# * marks the source's active call; other numbers are inactive results; nt = not tested or not shown; & = joins results of further samples. How the source made its calls: active means growth percent below 10; inactive means the rest. Outcome played no part in choosing rows; about 15% have a hit in one of these screens.
cpd	SMILES	MDA-MB-435	RPMI-8226	MOLT-4	MCF7
1	CCN(CC)CCOc1nc2c3ccc(Cl)cc3nn2c2ccccc12	36	-8.1*	11	2.1*
2	O=C1CSC(c2ccccc2O)N1c1nnc(Cn2nnc3ccccc32)o1 (stereo not drawn)	100	69	81	62
3	COc1ccc(/C=C/C(=O)O)cc1OC	112&109	106&102	108&104	102&98
4	Cc1ccc(/C=C/C(=O)c2ccc(S(=O)(=O)NCCNc3nc(N(C)C)nc(N4CCOCC4)n3)cc2)cc1	75	-16*	13	7.3*
5	O=C1C=CC(=O)N1c1cccc2cccnc12	112	110	93	96
6	O=[N+]([O-])c1ccc(S(=O)(=O)N2CCN(c3ccccc3)CC2)cc1	97	98	101	82
7	CN1CCN(c2ccc(-c3ccc4ncc(C#N)c(Nc5ccc(F)c(Cl)c5)c4c3)cn2)CC1	82	15	38	67
8	C=C(C)[C@@H]1CC[C@]2(C(=O)OC)CC[C@]3(C)[C@H](CC[C@@H]4[C@@]5(C)CC[C@H](NOCCCNCCC#N)C(C)(C)[C@@H]5CC[C@]43C)[C@@H]12	95	87	73	74
9	O=C1Nc2ccccc2[C@]12Oc1ccccc1[C@H]1CC(c3ccccc3)=NN12	106	74	86	83
10	COc1cc2c(cc1OC)C1CC(C)=C(c3ccccc3)CN1CC2 (stereo not drawn)	85	82	101	89
11	COc1ccc(C2=C(C#N)C(N)=NN3C(=N2)C(c2nc4ccccc4s2)=Cc2cc(Br)ccc23)c(OC)c1	100	83	94	62
12	CC1=NC2=NN/C(=N\N)NN2C(c2ccccc2)=C1	107	106	106	93
13	C#CC(CCC)NCCCC (stereo not drawn)	116	101	98	106
14	O=C(NC1CCOC1=O)c1ccccc1 (stereo not drawn)	114	107	101	101
15	COc1cc(/C=C/C(=O)C(C(=O)/C=C/c2ccc(OC(=O)CCNc3nnc(C)s3)c(OC)c2)C(=O)CCNc2nnc(C)s2)ccc1OC(=O)CCNc1nnc(C)s1	-27*	-75*	-28*	8.2*

cpd	K-562	MDA-MB-468	SR	MDA-MB-231
1	1.8*	nt	5.4*	21
2	99	80	73	73
3	105&97	102&99	106&110	108&100
4	6.8*	67	-36*	85
5	93	106	92	101
6	112	71	95	72
7	17	11	nt	77
8	74	44	65	81
9	94	90	nt	81
10	83	91	nt	94
11	99	87	103	71
12	101	106	109	97
13	97	102	98	102
14	107	110	94	112
15	-12*	nt	nt	-4.8*

# (more compounds)
cpd	SMILES	MDA-MB-435	RPMI-8226	MOLT-4	MCF7
16	NC(=Nc1nc(-c2ccccn2)cc2ccccc12)c1ccccn1	23	-11*	-3.9*	9.2*
17	Cn1cc(-c2cc3nc(-c4cn(C)c5ncccc45)cc(N)n3n2)c2cc(Cl)ccc21	-81*	-14*	-46*	nt
18	O=C1c2ccccc2C(=O)N1Cc1ccc([N+](=O)[O-])cc1Cl	112	91	95	101
19	Clc1ccccc1/C=C/c1nn2c(-c3cccc(Br)c3)nnc2s1	97	106	102	76
20	COc1ccc(N2C(=O)CSC2c2ccc(Cl)cc2)cc1 (stereo not drawn)	97	97	78	nt
21	CC(C)OC(=O)[C@]12CCC(C)(C)C[C@H]1C1=CC[C@@H]3[C@@]4(C)C/C(=C/c5cnc[nH]5)C(=O)C(C)(C)[C@@H]4CC[C@@]3(C)[C@]1(C)CC2	102	101	93	nt
22	Cc1ccc2c(c1)nc(-c1ccccc1)n2CC(=O)N=Nc1c(O)[nH]c2ccc(Cl)cc12	-14*	-17*	-20*	-64*
23	CCOC(=O)c1c2ccc3cn(Cc4ccc(Cl)cc4)nc3c2c(C)n1Cc1ccccc1	94	87	74	84
24	COc1ccc(-c2noc(C(=O)O)c2-c2cc(OC)c(OC)c(OC)c2)cc1	-42*	0.3*	26	19
25	Cc1ccc(N/N=C(\C#N)C(=O)Nc2cc(-c3ccccc3)nn2-c2ccccc2)cc1	66	53	80	63
26	Oc1c2c(n3cccc13)=c1c(Cl)cccc1=N2	101	95	101	94
27	COc1cc(-c2nn(C(C)(C)C)cc2-c2ccnc(NCCCNS(=O)(=O)c3cccc(F)c3)n2)ccc1Cl	78	52	44	71
28	O=C(O)C(Oc1ccc(Cl)cc1)c1ccc(Cl)cc1 (stereo not drawn)	110	92	100	97
29	Nc1c(-c2ccc(Cl)cc2)nnn1-c1cccc(C(F)(F)F)c1	99	94	84	92
30	CCOC(=O)/C(C#N)=C/c1cccc([N+](=O)[O-])c1	100	nt	nt	96

cpd	K-562	MDA-MB-468	SR	MDA-MB-231
16	-23*	nt	6.7*	48
17	-51*	-95*	-55*	-96*
18	104	109	86	93
19	95	111	93	97
20	101	96	nt	100
21	86	110	75	93
22	-3.4*	-70*	-21*	-80*
23	91	nt	92	96
24	13	25	10	57
25	54	21	105	75
26	103	105	nt	86
27	33	78	51	61
28	99	107	87	108
29	80	84	82	108
30	nt	95	nt	111

# (further entries)
cpd	SMILES	MDA-MB-435	RPMI-8226	MOLT-4	MCF7
31	CNS(=O)(=O)c1ccc(Cl)cc1	103	96	75	93
32	Cc1ccccc1C(=O)c1ccccc1C(=O)O	105	102	99	100
33	O=S(=O)(Nc1ncccn1)c1ccc(Nc2nc(-c3ccncc3)cs2)cc1	115	85	97	97
34	COC(=O)CCCCCCCC(OC)OC	106	100	95	nt
35	c1ccc(-n2ccc(-c3nnnn3Cc3nc4ccccc4[nH]3)n2)cc1	100	90	86	77
36	O=C1C(Cl)=C(Nc2cccc(C(F)(F)F)c2)C(=O)N1c1ccc(Cl)cc1	93	72	55	74
37	O=C1CCC(C(=O)NNc2ccc(C(F)(F)F)cc2)N1 (stereo not drawn)	97	95	99	96
38	COC(=O)C1=NNCC1C(=O)OC (stereo not drawn)	102	104	101	95
39	O=C1CSC(c2cccc([N+](=O)[O-])c2)N1c1nnc(Cn2cnnc2)o1 (stereo not drawn)	111	78	95	87
40	N#Cc1c(-c2cccs2)nc(N2N=C(c3ccccc3)CC2c2ccc(F)cc2)[nH]c1=O (stereo not drawn)	107	94	85	77
41	Cn1c2ccccc2c2nc3ccccc3c(Cl)c21	99	92	88	69
42	Nc1nc2ccccc2n2cc3ccccc3c12	99	101	98	60
43	Fc1ccc(Nc2csc(Nc3cnccn3)n2)cc1	101	101	99	92
44	O=C(O)c1c[nH]c(=O)c([N+](=O)[O-])c1	105	100	106	98
45	N#CCCOCC(COc1ccccc1)OCCC#N (stereo not drawn)	114	104	91	97

cpd	K-562	MDA-MB-468	SR	MDA-MB-231
31	90	101	99	84
32	106	108	nt	115
33	104	114	83	98
34	97	121	96	nt
35	93	99	97	88
36	71	88	43	83
37	52	95	108	90
38	98	110	92	120
39	80	105	89	83
40	91	96	96	85
41	95	79	87	75
42	nt	nt	nt	95
43	99	120	94	99
44	104	108	90	103
45	95	94	107	105

# 3 entries from above, with each value named:
38: COC(=O)C1=NNCC1C(=O)OC (stereo not drawn)
  MDA-MB-435 = 102; RPMI-8226 = 104; MOLT-4 = 101; MCF7 = 95; K-562 = 98; MDA-MB-468 = 110; SR = 92; MDA-MB-231 = 120
39: O=C1CSC(c2cccc([N+](=O)[O-])c2)N1c1nnc(Cn2cnnc2)o1 (stereo not drawn)
  MDA-MB-435 = 111; RPMI-8226 = 78; MOLT-4 = 95; MCF7 = 87; K-562 = 80; MDA-MB-468 = 105; SR = 89; MDA-MB-231 = 83
40: N#Cc1c(-c2cccs2)nc(N2N=C(c3ccccc3)CC2c2ccc(F)cc2)[nH]c1=O (stereo not drawn)
  MDA-MB-435 = 107; RPMI-8226 = 94; MOLT-4 = 85; MCF7 = 77; K-562 = 91; MDA-MB-468 = 96; SR = 96; MDA-MB-231 = 85

# The listing picks up, starting five compounds before the break.
cpd	SMILES	MDA-MB-435	RPMI-8226	MOLT-4	MCF7
41	Cn1c2ccccc2c2nc3ccccc3c(Cl)c21	99	92	88	69
42	Nc1nc2ccccc2n2cc3ccccc3c12	99	101	98	60
43	Fc1ccc(Nc2csc(Nc3cnccn3)n2)cc1	101	101	99	92
44	O=C(O)c1c[nH]c(=O)c([N+](=O)[O-])c1	105	100	106	98
45	N#CCCOCC(COc1ccccc1)OCCC#N (stereo not drawn)	114	104	91	97
46	COc1ccc2c(c1)CC[C@@H]1[C@@H]2CC[C@]2(C)C3C(=CC(COC(C)=O)C4C(=O)c5c(OC)cccc5C(=O)C43)C[C@@H]12 (stereo partly drawn)	86	73	58	94
47	O=C1N=C(c2c(-c3[nH]c(=O)c4ccc(Br)cc4c3O)c(O)c3ccccc3c2O)C(=O)c2cc(Br)ccc21	-63*	6.4*	31	-35*
48	COc1ccc(/C(=C\c2ccc3c(c2)OCO3)C(=O)Nc2nc3ccc(Cl)cc3s2)cc1OC	100	87	86	81
49	O=C(Nc1ccccc1)Nc1ccc(OCc2ccc(Cl)cc2)cc1	94	98	94	72
50	O=C(/C=C/c1ccc(Cl)cc1)c1ccc(O)c(CN2CCN(c3cc4c(cc3F)c(=O)c(C(=O)O)cn4C3CC3)CC2)c1	52	16	66	46
51	CN1CCN(C(c2ccccc2)c2ccc(Cl)cc2)CC1 (stereo not drawn)	100	88	77	103
52	O=C(/C=C/c1cn(-c2ccccc2)nc1-c1ccccc1)OCc1cn(-c2ccc(F)c(Cl)c2)nn1	101	75	81	89
53	COc1ccc(C2=NN(c3ccccc3)C(c3cccc(Nc4ccnc5cc(Cl)ccc45)c3)C2)cc1 (stereo not drawn)	88	78	71	81
54	COc1ccccc1NC(=S)Nc1ccc(-c2nc3ccccc3o2)cc1	102	94	100	90
55	COc1ccc(-c2cc(C(=O)N=Nc3c(O)[nH]c4ccccc34)c3ccccc3n2)cc1OC	98	99	102	90
56	CC[C@]1(O)C[C@H]2CN(CCc3c([nH]c4ccccc34)C(C(=O)OC)(c3cc4c(cc3OC)N(C)[C@H]3[C@@](O)(C(=O)OC)[C@H](OC(C)=O)[C@]5(CC)[C@@H]6C[C@@H]6CN6CC[C@]43[C@@H]65)C2)C1 (stereo partly drawn)	-13*	42	3.7*	4.8*
57	CCCc1nn(-c2ccccc2)c2c1C(c1cc3c(cc1[N+](=O)[O-])OCO3)C(C#N)=C(N)O2 (stereo not drawn)	105	89	95	91
58	O=C(CC(O)c1coc(-c2ccc(Cl)cc2)n1)c1ccc(Cl)cc1 (stereo not drawn)	106	87	89	81
59	CC1CCC2(CC1)N=C(N)N=C(N)N2c1ccc(S(=O)(=O)Nc2ccccn2)cc1 (stereo not drawn)	101	109	103	91
60	CC(C)n1c2ccc(Br)cc2c2c3c(c4c5ccccc5ccc4c21)C(=O)NC3=O	92	92	75	86

cpd	K-562	MDA-MB-468	SR	MDA-MB-231
41	95	79	87	75
42	nt	nt	nt	95
43	99	120	94	99
44	104	108	90	103
45	95	94	107	105
46	69	nt	77	94
47	14	-12*	21	-8.7*
48	95	106	78	109
49	85	89	79	101
50	51	41	nt	77
51	86	71	85	75
52	83	106	86	85
53	79	86	73	95
54	85	44	82	100
55	106	92	102	91
56	nt	28	-21*	-12*
57	83	105	81	101
58	100	100	72	108
59	111	101	105	111
60	76	93	62	110

# Going on with the list.
cpd	SMILES	MDA-MB-435	RPMI-8226	MOLT-4	MCF7
61	COc1ccc2cc([C@H](C)C(=O)N/N=C/c3cccc(Cl)c3)ccc2c1	102	76	42	80
62	O=C(O)c1cn(C2CC2)c2cc(N3CCN(C(=O)CN4C(=O)CSC4=O)CC3)c(F)cc2c1=O	99	126	109	99
63	C=CCn1c(C)nc2ccc(Nc3nc(N4CCOCC4)nc4ccccc34)cc21	98	87	96	102
64	CN=C(N)NCCC[C@H](N)C(=O)O	102	99	99	98
65	CC1SC(c2cccc([N+](=O)[O-])c2)N(NC(=O)CCC(=O)c2nc3ncccc3[nH]2)C1=O (stereo not drawn)	100	100	116	89
66	O=C1/C(=C/C2C=Nc3ccccc32)SC(c2ccc(Br)cc2)N1n1cnnc1 (stereo not drawn)	102	100	99	99
67	O=C1Nc2ccccc2/C1=C/c1ccc(OCC(=O)c2ccccc2)cc1	102	95	98	89
68	CS(=O)(=O)c1cccc(Nc2ncc3cc(-c4ccccc4Cl)ccc3n2)c1	-28*	1.7*	5.8*	21

cpd	K-562	MDA-MB-468	SR	MDA-MB-231
61	66	77	68	nt
62	102	96	99	81
63	92	96	103	102
64	106	102	73	98
65	106	98	122	97
66	99	115	nt	91
67	89	95	101	96
68	1.0*	13	0.1*	3.5*
